Screens from PubChem.
MBD2 inh: inhibitors of human MBD2 binding to methylated oligonucleotide; Q9UBB5; TR-FRET; inhibition, % at 4.4 µM; 370,000 tested, 0.31% active; AID 686964; in the data active = inhibition above about 13%
Target sequence (Q9UBB5 whole entry, looked up): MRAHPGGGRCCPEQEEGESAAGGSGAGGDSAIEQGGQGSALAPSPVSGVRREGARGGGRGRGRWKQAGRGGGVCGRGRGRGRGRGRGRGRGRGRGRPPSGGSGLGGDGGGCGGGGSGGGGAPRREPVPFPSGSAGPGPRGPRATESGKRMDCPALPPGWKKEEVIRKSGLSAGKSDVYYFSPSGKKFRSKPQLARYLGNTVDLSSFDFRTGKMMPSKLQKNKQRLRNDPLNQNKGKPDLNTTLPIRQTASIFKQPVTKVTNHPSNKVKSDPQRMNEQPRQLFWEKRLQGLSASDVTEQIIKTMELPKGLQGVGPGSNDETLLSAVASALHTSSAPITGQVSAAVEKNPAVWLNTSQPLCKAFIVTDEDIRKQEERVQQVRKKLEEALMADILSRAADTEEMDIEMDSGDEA
rCAG RNA binder: molecules binding r(CAG) RNA repeats. r(CAG) RNA repeat, TO-PRO-1 dye displacement fluorescence. inhibition, % at 3 µM. 370,000 tested, 1.3% active. AID 651821;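 active = inhibition above the plate cutoff, the mean of all test compounds on that plate plus 3 SD, cut at about 35% in these data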;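 note: 0% = DMSO alone and 100% = 100 µM mitoxantrone as full dye displacement; higher means more dye released from RNA so lower well fluorescence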
mABHD4 FP: inhibits mouse alpha/beta hydrolase domain 4; purified mABHD4, FP-Rh probe fluorescence polarization; AID 720543; Q8VD66; inhibition, % at 8.92 µM; 370,000 tested, 0.54% active;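 active = inhibition exceeding the mean over every tested compound plus 3 SD, cut at about 30% in these data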;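 note: 0% = plate median of compound wells and 100% = S159A mutant with DMSO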
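Material: mouse ABHD4 enzyme, wild type; Benchmarks: S159A mutant high control, sample median low control; Buffer or medium: HEPES pH 7.0, NaCl, Pluronic buffer; Signal: fluorescence polarization; Read-out: percent inhibition of probe binding, normalized to plate controls; Timing: pre-incubation 45 min, probe exposure 60 min, at 25 °C; Dosing: 8.92 µM, single dose.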
LEDGF integ inh: blocks HIV-1 LEDGF/p75-dependent DNA integration; inhibition, % at 3.7 µM; TR-FRET IN-LEDGF/p75 DNA integration, Eu/Cy5; AID 743269; 370,000 tested, 0.64% active;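 active = inhibition above the screen-wide mean plus 3 SD, cut at about 13% in these data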;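 note: signal is the Cy5 over europium emission ratio at 671 and 618 nm; 0% = plate median of compound wells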
HTRA1 inhibitor: blocks human HTRA1 serine peptidase; 340,000 tested, 0.5% active; recombinant HTRA1, FP-rhodamine activity-based probe, fluorescence polarization; AID 504803; inhibition, % at 5.96 µM; Q92743; in the data active = inhibition above about 36%;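 note: 0% = enzyme with DMSO and 100% = wells lacking enzyme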
TDP2 absorb: blocks human TDP2 phosphodiesterase activity. recombinant TDP2, T5PNP hydrolysis, p-nitrophenol absorbance 415 nm. inhibition, % at 12.8 µM. 370,000 tested, 0.34% active. AID 720702;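 active = inhibition above the mean of all tested compounds plus 3 SD, set per campaign, cut at about 25% in these data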;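 note: 0% = DMSO with enzyme and 100% = buffer with substrate but no TDP2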
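Material: recombinant human TDP2; quantity: TDP2 enzyme at 120 nM final; medium: Tris-HCl pH 7.5 with MgCl2; compound: single concentration, 12.8 µM nominal, with 1% DMSO; incubation: 2 h enzyme incubation at 37 °C; signal: epi absorbance; measure: percent inhibition; benchmarks: high control without enzyme, low control DMSO plus TDP2; repeats: singlicate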
PRMT1 inh: PRMT1 (human) inhibition, primary screen. AID 652257. recombinant PRMT1, activity-based probe fluorescence polarization. inhibition, % at 2.79 µM. 370,000 tested, 1.3% active. Q99873;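 active = inhibition above about 21% made by adding two undisclosed values, limit read from the data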
NPR2 activator: GC-B (human) receptor activation; P20594; HEK293-GC-B cells, CNP EC30, cGMP TR-FRET; 0% at EC30 CNP, 100% saturating CNP; activation, % at 10 µM; 370,000 tested, 0.11% active; AID 1920062;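 active = activation at 10 µM reaching about 35% in either raw or pattern-adjusted values, limit read from the data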
SIAE primary: human SIAE inhibition, primary screen; SIAE FP-Rh probe binding, fluorescence polarization; 370,000 tested, 0.69% active; inhibition, % at 9.66 µM;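 active = inhibition above a cutoff: mean of compounds within the control limits plus 3 SD of those, cut at about 17% in these data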;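 note: 0% = plate median of compound wells and 100% = probe without SIAE protein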
Target sequence (Q9HAT2 whole entry, looked up): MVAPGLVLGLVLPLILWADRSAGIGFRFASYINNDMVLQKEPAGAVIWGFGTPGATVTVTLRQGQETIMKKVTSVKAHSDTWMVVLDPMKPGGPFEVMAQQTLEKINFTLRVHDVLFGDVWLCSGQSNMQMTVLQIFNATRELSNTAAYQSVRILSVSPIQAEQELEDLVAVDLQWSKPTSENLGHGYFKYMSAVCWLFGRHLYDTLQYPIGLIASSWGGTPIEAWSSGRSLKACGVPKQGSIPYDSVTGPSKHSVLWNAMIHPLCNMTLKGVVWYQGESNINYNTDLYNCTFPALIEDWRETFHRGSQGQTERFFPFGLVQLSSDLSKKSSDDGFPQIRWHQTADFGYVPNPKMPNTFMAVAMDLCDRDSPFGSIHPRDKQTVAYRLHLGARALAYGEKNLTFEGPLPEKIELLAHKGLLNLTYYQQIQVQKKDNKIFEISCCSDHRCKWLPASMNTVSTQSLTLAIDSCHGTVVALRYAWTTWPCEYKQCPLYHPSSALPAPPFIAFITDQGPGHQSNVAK
TCR-CD3 inh: human TCR-CD3 binding inhibition; TAMRA-labeled TCR probe fluorescence, biochemical; inhibition, % at 9.4 µM; 360,000 tested, 0.37% active; in the data active = inhibition above about 19%;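 note: recombinant mutant TCR 2C K166C tagged with TAMRA read by polarization; 0% = receptor in buffer alone and 100% = receptor with positive control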
The depositor's hits bear a star; . = no result given.

SMILES | MBD2 inh | rCAG RNA binder | mABHD4 FP | LEDGF integ inh | HTRA1 inhibitor | TDP2 absorb | PRMT1 inh | NPR2 activator | SIAE primary | TCR-CD3 inh
Cc1ccc(-c2cc(C(F)(F)F)n3ncc(C(=O)N4CCCCC4c4cccnc4)c3n2)cc1 (stereo not given) | -1 | 0 | -3 | 7 | 3 | -5 | -4 | -5 | 9 | 2
COc1ccc(-n2ncc3c(N(C)C4CCCCC4)ncnc32)cc1 | -1 | 3 | -2 | 0 | -6 | -7 | -3 | -14 | -4 | 5
O=C(O)c1ccc(NS(=O)(=O)c2ccc3nnn(O)c3c2)cc1 | -1 | 7 | 11 | 0 | 9 | 4 | 3 | -1 | 0 | 5
CN(C)S(=O)(=O)Nc1ccc2c(c1)Cc1ccccc1-2 | 0 | 1 | -8 | -1 | 2 | -6 | -2 | -2 | -5 | 2
CC1=CC(=C(C#N)C#N)C=C(C)N1CCN1CCN(C(=O)Nc2ccc(Cl)c(Cl)c2)CC1 | 3 | 4 | 2 | -4 | 1 | -1 | -3 | -7 | -12 | -3
CC1CN(CC(=O)Nc2ccc(Br)cn2)CC(C)O1 (stereo not given) | -6 | -1 | 1 | 0 | 1 | 9 | 3 | 6 | 9 | -2
COc1ccc(S(=O)(=O)N(C)C[C@@H]2OCc3cnnn3CCCC(=O)N([C@@H](C)CO)C[C@@H]2C)cc1 | 1 | 1 | -2 | -4 | 2 | 8 | 0 | -7 | -1 | -5
CCn1ncc(Cl)c1C(=O)NC(=S)Nc1ccccc1Br | -1 | -5 | -2 | -2 | -9 | 1 | 0 | -2 | 2 | 5
CCOc1ccc(Cc2nnc(SCC(N)=O)n2C)cc1 | -3 | -2 | 5 | 1 | 5 | -17 | -1 | 7 | -2 | 4
CCOC(=O)CN1N=C(c2ccc(Cl)cc2)CCC1=O | 5 | -2 | -10 | 0 | -3 | -15 | 2 | 0 | 8 | -3
CC(=O)Nc1ccccc1NC(=O)c1cccc2ccccc12 | 5 | -5 | -7 | -7 | 3 | -16 | 3 | 4 | -4 | -5
COc1ccc(/C=C/C(=O)Nc2ccc(N3CCOCC3)cc2)cc1 | 0 | 5 | 7 | -1 | -1 | 8 | -1 | 0 | -2 | 5
O=C(c1c(F)cccc1F)N(C1CCCCC1)C1CCCCC1 | -4 | -5 | 3 | -2 | -9 | 0 | -2 | 2 | 2 | -10
Cc1c(/C=C2\SC(=O)N(CC(=O)Nc3ccc4c(c3)OCO4)C2=O)c2ccccc2n1C | 0 | 3 | 8 | -3 | 8 | 11 | 1 | -2 | -8 | 3
O=C(O)C(=O)Cc1c[nH]c2ccccc12 | 2 | 6 | 10 | -1 | 3 | 0 | 5 | -1 | 1 | -1
CSc1ccccc1Sc1cc(C(=O)O)c2ccccc2n1 | 3 | 4 | 3 | 2 | -3 | 10 | 3 | 4 | -4 | 6
Nc1nc(Cl)nc(N(c2ccccc2)c2ccccc2)n1 | -1 | -1 | 0 | -1 | 0 | 6 | 0 | -6 | 4 | 4
COc1ccc(N2C(=O)/C(=C\c3ccco3)N=C2SCC(=O)NC(C)(C)C)cc1Cl | -5 | 6 | -11 | 0 | -17 | -11 | 16 | -10 | -8 | -2
COCCCN1CC(=O)N2C(c3ccc(OC)c(OC)c3)c3[nH]c4ccccc4c3C[C@H]2C1=O (stereo not given in full) | 2 | 8 | -4 | -6 | -3 | 7 | 2 | -4 | -2 | 2
O=C(C[C@H]1C[C@@H]2c3cc(NC(=O)Nc4ccccc4)ccc3O[C@@H]2[C@@H](CO)O1)NCC1CC1 | -3 | 4 | -6 | 5 | 1 | -7 | -2 | 0 | 2 | -9
Cn1c(C(=O)O)ccc1S(=O)(=O)N(Cc1ccccc1)Cc1ccccc1 | 1 | 17 | -4 | 4 | 4 | 4 | 2 | 0 | 2 | 9
CC(OC(=O)Cc1c[nH]c2ccccc12)C(=O)c1ccccc1 (stereo not given) | 1 | 3 | -7 | -5 | 7 | -6 | -2 | 6 | 8 | -1
COc1ccc(NC(=O)Nc2ccc(F)c(F)c2)c(OC)c1 | -5 | -1 | 4 | -4 | 1 | -11 | 0 | -4 | 1 | 0
Cc1ccc(C(=O)Nc2cccc(-c3cnc4ccccc4n3)c2)cc1 | 3 | -2 | 5 | -2 | 2 | 2 | 3 | 6 | -1 | 1
CCOC(=O)C1=C(C)OC(=CC=Cc2ccccc2)C1=O | -5 | 13 | 3 | 9 | -8 | -17 | 3 | -8 | -2 | -7
Cc1nn(Cc2c(Cl)cccc2Cl)c(C)c1N | 3 | -1 | -7 | 1 | 1 | 1 | 0 | 2 | 6 | 2
O=C(NCc1ccco1)c1ccc(C(=O)NCc2ccco2)cc1 | 3 | 4 | 5 | -2 | 8 | 3 | 10 | 0 | 3 | -3
CCCCNc1nnc(SCC(=O)c2c(N)n(C3CC3)c(=O)[nH]c2=O)s1 | -1 | -2 | 4 | 0 | 0 | -11 | 1 | 5 | 0 | -7
O=C(Nc1ccccc1OCc1ccccc1)c1ccccc1Br | -6 | -5 | -19 | -2 | -26 | -1 | 2 | -5 | -2 | -9
O=C(CNC(=O)c1ccc(Cl)cc1Cl)OCC(=O)c1ccc2c(c1)OCCO2 | 1 | -5 | -8 | -1 | -6 | -2 | -1 | 1 | 13 | 12
CCOc1ccc2nc(NC(=O)c3c([N+](=O)[O-])cnn3CC)sc2c1 | 1 | 8 | 4 | 0 | 6 | 12 | -1 | 3 | 11 | -1
CCN(CC(=O)Nc1ccc(NC(C)=O)cc1)C(=O)c1c(C)nn(-c2ccc(F)cc2)c1Cl | -2 | 2 | 2 | 1 | 4 | 6 | 4 | -2 | 3 | -6
Cc1cccc(C(=O)NNC(=O)C2CCCCC2)c1O | 0 | 4 | 5 | -6 | 9 | -1 | -2 | -2 | -1 | 8
CCOc1ncccc1C(=O)Nc1ccc(-c2cn3ccsc3n2)cc1 | -3 | 1 | -1 | 3 | -5 | 14 | 1 | 4 | -1 | 8
O=C(CNc1cccc(S(=O)(=O)N2CCCCCC2)c1)Nc1cccc([N+](=O)[O-])c1 | 6 | 5 | -6 | 2 | -11 | 6 | -1 | -5 | -6 | 1
CCNC(=O)CC1C(=O)N(CC)C(=S)N1NC(=O)c1cccnc1 (stereo not given) | -5 | 1 | -12 | 6 | -4 | -20 | -5 | -2 | -5 | -4
Cc1cccc(C)c1OCCCN1CCCC1 | 2 | 2 | 10 | -2 | 6 | 5 | 1 | 2 | 0 | 5
O=C(CCC(=O)Nc1ccc(F)cc1)N/N=C/c1ccccc1 | 2 | -2 | -10 | 2 | -1 | -19 | 6 | -5 | -4 | -5
CCS(=O)(=O)c1nc(S(=O)(=O)c2ccc(Cl)cc2)c(N2CCOCC2)s1 | -7 | 0 | 3 | -2 | -1 | 17 | -2 | -2 | -3 | 1
Cc1ccc2nc(-c3cccc(Br)c3)c(Cc3ccccc3C(F)(F)F)n2c1 | -5 | 35* | 3 | 5 | . | 0 | -7 | -3 | -6 | -5

As a short view, some entries already given:
SMILES | MBD2 inh | rCAG RNA binder | mABHD4 FP | LEDGF integ inh | HTRA1 inhibitor | TDP2 absorb | PRMT1 inh | NPR2 activator | SIAE primary | TCR-CD3 inh
CCS(=O)(=O)c1nc(S(=O)(=O)c2ccc(Cl)cc2)c(N2CCOCC2)s1 | -7 | 0 | 3 | -2 | -1 | 17 | -2 | -2 | -3 | 1
Cc1ccc2nc(-c3cccc(Br)c3)c(Cc3ccccc3C(F)(F)F)n2c1 | -5 | 35* | 3 | 5 | . | 0 | -7 | -3 | -6 | -5

New compounds follow:
SMILES | MBD2 inh | rCAG RNA binder | mABHD4 FP | LEDGF integ inh | HTRA1 inhibitor | TDP2 absorb | PRMT1 inh | NPR2 activator | SIAE primary | TCR-CD3 inh
C=CCn1cnc2c(nnn2-c2ccc(Cl)cc2)c1=O | 2 | 0 | -3 | -3 | -1 | 1 | 3 | -8 | 7 | -13
O=C(Nc1cccc(-c2cnc3ccccc3n2)c1)c1ccc(Cl)cc1 | 5 | -3 | -15 | -1 | 0 | -13 | 1 | -8 | -5 | -5
CCOC(=O)N1CCN(C(=O)COC(=O)c2oc3ccc(OC)cc3c2C)CC1 | 2 | -6 | 4 | -1 | 0 | -12 | -2 | 4 | 3 | 6
CC1CN(c2ccc(Cl)cc2)c2nc3c(c(=O)[nH]c(=O)n3C)n2C1 (stereo not given) | -2 | 1 | 5 | -2 | 4 | -3 | 2 | 8 | -1 | -4
CCOc1cccc2cc(C(=O)Nc3cc(C)on3)c(=O)oc12 | 1 | 2 | 8 | -2 | 5 | 8 | -3 | -4 | 0 | -7
Cc1ccc(C(C)C)c(OCC(=O)OCC(=O)NC2CC2)c1 | -5 | 2 | 0 | -2 | 4 | -3 | -2 | -2 | 0 | 8
O=C(O)CSCC(=O)Nc1cccc(C(F)(F)F)c1 | -1 | 1 | -3 | 3 | 4 | 8 | 2 | -2 | 2 | 5
CCc1ccc(C(=O)CN2C(=O)C(C)N(c3ccc(C)cc3)C2=O)cc1 (stereo not given) | 13 | -4 | 1 | 0 | 2 | -6 | -3 | 0 | 3 | 1
NC1=NC[C@H](c2ccccc2)N1CC1CCCCC1 | -4 | 7 | 2 | 0 | -3 | -2 | -1 | -4 | 13 | 5
COc1ccc(NC(=O)C2CC2(Cl)Cl)cc1S(=O)(=O)N1CCCCC1 (stereo not given) | 0 | 2 | -3 | -4 | -5 | 0 | 1 | 3 | -4 | 3
Cc1ccc(OCc2nnc(SCC(=O)NC3CCCCC3)n2C)cc1 | 1 | -1 | 1 | -1 | -1 | 3 | -2 | -1 | -1 | -3
Cc1ccc(C(=O)Cn2c(=N)n(N)c3ccccc32)cc1 | -6 | 7 | -2 | 1 | 5 | 1 | -2 | 1 | -1 | 1
CCC(C(=O)Nc1ncccn1)(C(F)(F)F)C(F)(F)F | -6 | 0 | -5 | 0 | 0 | 2 | 2 | 3 | 1 | -2
Cc1cccc(N=Cc2[nH]c3ccc(Br)c(Cl)c3c2O)c1 | -5 | 3 | 9 | -1 | -7 | 29* | 6 | -5 | -4 | 6
CN(C)CCOc1ccc(-c2c(-c3ccsc3)sc3ccccc23)cc1 | -4 | 2 | 34* | 1 | -21 | -3 | -4 | -7 | 16 | -6
O=C(C(=O)N1CCCC1CO)N1CCCC1CO (stereo not given) | -2 | 4 | 2 | 2 | 1 | 3 | 1 | 6 | -1 | 5
CC(OC(=O)CCC(=O)c1ccc(Cl)s1)C(=O)NC1(C#N)CCCCC1 (stereo not given) | 3 | 3 | 4 | -4 | -1 | 3 | 1 | -4 | 4 | -7
CCN(CC(=O)NC(C)(C)C)C(=O)c1cccc(S(=O)(=O)N2CC3(C)CC2CC(C)(C)C3)c1 (stereo not given) | 3 | -1 | -7 | 3 | 2 | 3 | 5 | 2 | -3 | -5
O=C(O)c1ccccc1C1Nc2ccccc2C(=O)N1CCCN1CCOCC1 (stereo not given) | 5 | 0 | 2 | 3 | . | -2 | 1 | 2 | 3 | 1

Records above marked active in TDP2 absorb:
smiles	MBD2 inh	LEDGF integ inh	HTRA1 inhibitor	TDP2 absorb	PRMT1 inh	NPR2 activator	SIAE primary	TCR-CD3 inh
Cc1cccc(N=Cc2[nH]c3ccc(Br)c(Cl)c3c2O)c1	-5	-1	-7	29*	6	-5	-4	6

A portion of the library. The share of hits here may be higher or lower than overall.
